LDHA block: inhibitors of human lactate dehydrogenase A; P00338; purified LDHA, NADH/diaphorase-resazurin fluorescence; stronger effect = lower value; activity change, % (values are at about 110 or 230 µM); 0.15% of 480,000 active; AID 1347041; in the data active means activity change below about -30%;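 further: plate controls were DMSO wells for no effect and wells without enzyme for full effect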
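Enzyme activity of human lactate dehydrogenase 5 (2 nM; 0.06 mM NADH, 0.2 mM pyruvate, 5 min, RT) is measured via a resazurin/diaphorase fluorescence readout of residual NADH.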
The depositor's hits bear a star; & = joins results of further samples. The list is partial. The share of hits here may be higher or lower than overall.

| SMILES | LDHA block |
| --- | --- |
| Cc1ccc(-c2nnc(NC(=O)Nc3ccc4ccccc4c3)s2)cc1 | 0 |
| O=C(OCC#CCSc1nnc(-c2ccc3ccccc3c2)o1)c1cccs1 | -12 |
| COc1cc(-c2ccc3ncnc(NCc4ccc(C)o4)c3c2)cc(OC)c1OC | -1 |
| COc1ccc(C2c3c(n(Cc4ccccc4)cnc3=N)Oc3ccc4ccccc4c32)cc1OC (stereo unspecified) | -3 |
| O=C(COc1ccccc1C(=O)OCC(=O)N1CCOCC1)Nc1ccc(Br)cc1 | -7 |
| O=C1CCc2cc(S(=O)(=O)Nc3ccc4ccccc4c3)ccc2N1 | 8 |
| Cc1cc(C)n2ncc(C(=O)N3CCCC3)c2n1 | -4 |
| S=c1[nH]c2ccccc2n1CCc1ccccc1 | -2 |
| O=[S+]([O-])(c1ccc2c(c1)OCCO2)N1CCN([S+](=O)([O-])c2c(F)cc(Br)cc2F)CC1 | -4 |
| Nc1nc2cc3c(cc2cc1C(=O)NCc1ccc(F)cc1)OCO3 | 2 |
| O=C(NCc1nnc(-c2cc3ccccc3[nH]2)s1)c1ccccc1 | -3 |
| Cc1ccc(NC(=O)COC(=O)c2ccccc2OCC(=O)Nc2ccc(Br)cc2)c(Br)c1 | 7 |
| Oc1ccc(CCc2ccccc2)c2cccnc12 | 6 |
| O=C(O)CN1C(=O)/C(=C/c2ccc(-c3cccc(Cl)c3)o2)SC1=S | -63* |
| CS(=O)(=O)c1ccc(C(=O)OCC#CCSc2nnc(-c3cccc4ccccc34)o2)cc1 | -9 |
| COc1ccccc1N1C(=O)c2ccccc2C1=O | 3 |
| Cc1nc2ccccn2c1P(=O)(c1ccccc1)c1ccccc1 | 0 |
| COc1cc(OC)cc(-c2csc(N3CCC(C(N)=O)CC3)n2)c1 | -8 |
| O=C(OCC#CCSc1nnc(-c2cc3ccccc3cc2O)o1)c1ccc(F)cc1 | -3 |
| Cc1cc2c(s1)c1cnn(Cc3cc(F)c(Cl)cc3Cl)c(=O)c1n2C | -3 |

Structures listed so far that have a thiophene ring, fused or not (two):
| SMILES | LDHA block |
| --- | --- |
| O=C(OCC#CCSc1nnc(-c2ccc3ccccc3c2)o1)c1cccs1 | -12 |
| Cc1cc2c(s1)c1cnn(Cc3cc(F)c(Cl)cc3Cl)c(=O)c1n2C | -3 |

(continued)
| SMILES | LDHA block |
| --- | --- |
| CC(C)N1CCN(c2cccc(Nc3nn4c(=O)c5ccccc5nc4s3)c2)CC1 | 3 |
| COc1ccc(CCNC(=O)c2cc3cc(Cl)ccc3nc2N)cc1OC | -2 |
| Cc1ccc(NCc2ccc(O)c3ncccc23)c(F)c1 | 23 |
| CC(=O)Nc1sc2c(c1-c1cccc(F)c1)CCNC2 | -3 |
| O=S(=O)(c1ccc2c(c1)OCCO2)N1CCN(S(=O)(=O)c2cccc3cccnc23)CC1 | -3 |
| COc1ccc(-c2ccc3ncnc(NCc4cccs4)c3c2)cc1 | -8 |
| N#Cc1nc(Nc2cccc(F)c2)nc(NC2CCCC2)n1 | -11 |
| O=C1CCc2cc(S(=O)(=O)Nc3cc(F)cc(Cl)c3)c(F)cc2N1 | 1 |
| CC(C)(C)NS(=O)(=O)c1cccc(Nc2nn3c(=O)c4ccccc4nc3s2)c1 | 1 |
| CC(=O)Nc1ccc(S(=O)(=O)Nc2ccc(C)c(C)c2)cc1 | 0 |
| Cc1cn([C@H]2C[C@H](N[S+](=O)([O-])Cc3cc(Cl)cc(Cl)c3)[C@@H](CO)O2)c(=O)[nH]c1=O | -9 |
| Cc1cnc(N2CCC(C(N)=O)CC2)nc1-c1cccc(N(C)C)c1 | -2 |
| COc1ccc(C2c3c(N)nc(CCc4ccccc4)nc3Oc3ccc4ccccc4c32)cc1OC (stereo unspecified) | -1 |
| O=C1CCc2cc(S(=O)(=O)Nc3ccc(Cl)c(Cl)c3)c(F)cc2N1 | -5 |
| N#Cc1nc(Nc2cc(F)cc(F)c2)c2ncn(CCCO)c2n1 | 1 |
| COc1ccc(C2Nc3ccccc3C(=O)N2C2CCCC2)cc1COc1ccc(NC(C)=O)cc1 (stereo unspecified) | 10 |
| O=C(NCCCCc1ccccc1)C1CCN(c2nc(-c3ccc(Br)cc3)cs2)CC1 | -7 |
| Cc1cc2c(s1)c1cnn(Cc3c(C)cc(F)cc3C)c(=O)c1n2C | -7 |
| COc1cccc(C2c3c(ncn(-c4ccccc4OC)c3=N)Oc3ccc4ccccc4c32)c1 (stereo unspecified) | 4 |
| N=c1c2c(ccn1CCCCc1ccccc1)Oc1ccc3ccccc3c1C2c1ccccc1 (stereo unspecified) | -6 |
| NC(=O)C1CCN(c2nc(-c3ccc4c(c3)CCO4)cs2)CC1 | -2 |
| CC(=O)Nc1sc2c(c1-c1ccc(-c3nn[nH]n3)cc1)CCNC2 | 4 |
| Cc1ccc(CNc2ncnc3ccc(-c4ccc5c(c4)OCO5)cc23)s1 | -14 |
| Oc1ccc(CNc2ccc(F)cc2Cl)c2cccnc12 | 24 |
| c1c[nH]c(C2CCN(c3ncc(-c4ccc5c(c4)OCCCO5)s3)CC2)n1 | -13 |
| Cc1ccc(NS(=O)(=O)c2cc3c(cc2N(C)C)NC(=O)CC3)cc1C | 3 |
| COc1ccc(C2c3ccc(OCc4ccccc4)cc3Oc3ncn(CCN4CCOCC4)c(=N)c32)cc1OC (stereo unspecified) | 5 |
| Cc1cc2c(s1)c1cnn(Cc3ccccc3Cl)c(=O)c1n2C | 1 |
| O=C(Nc1ccccc1F)c1cnn2c1NC(=C1CC1)C=C2C(F)F | -2 |
| COc1ccc(C2c3c(nc(CCc4ccccc4)[nH]c3=O)Oc3ccc4ccccc4c32)cc1OC (stereo unspecified) | 0 |
| O=S(=O)(NC[C@@H]1CCC[C@H](CNS(=O)(=O)c2c(F)cccc2F)C1)c1ccc2c(c1)OCCO2 | 2 |
| COc1cc(F)c(S(=O)(=O)N2CCCN(S(=O)(=O)c3ccc(NC(C)=O)cc3)CC2)c(F)c1 | -13 |
| O=C(OCC#CCSc1nnc(-c2c[nH]c3ccccc23)o1)c1ccc(F)cc1 | 0 |
| O=C(OCC#CCSc1nnc(-c2cccc3ccccc23)o1)c1sc2ccccc2c1Cl | 0 |
| O=S(=O)(c1ccc2c(c1)OCCO2)N1CCN(S(=O)(=O)c2cccc[n+]2[O-])CC1 | -2 |
| O=C(CNC(=O)c1cccc(Cl)c1)OC(C(=O)Nc1cc(C(F)(F)F)ccc1Cl)c1ccccc1 (stereo unspecified) | 1 |
| O=C1CCc2cc(S(=O)(=O)Nc3cccc(C(F)(F)F)c3)ccc2N1 | -3 |
| CN(C)c1cccc(-c2nccc(N3CCC(C(N)=O)CC3)n2)c1 | 3 |
| COc1ccc(NS(=O)(=O)c2ccc3c(c2)CCC(=O)N3)cc1 | -3 |
| CC(=O)Nc1sc2c(c1-c1ccccc1)CCNC2 | 2 |
| O=S(=O)(c1ccc2c(c1)OCCCO2)N1CCN(S(=O)(=O)c2c(F)cccc2F)CC1 | -1 |
| COc1cc2nc(CCNCc3ccccc3)nc(NC3CCN(C)CC3)c2cc1OC | 3 |
| Cc1ccsc1CN(C)c1ncnc2ccc(-c3ccc4c(c3)OCO4)cc12 | 2 |
| Cc1nc(-c2ccc(S(=O)(=O)Nc3ccc(C)c(C)c3)s2)cs1 | -5 |
| COc1ccccc1NC(=O)C(OC(=O)CNC(=O)c1ccccc1)c1ccccc1 (stereo unspecified) | -13 |
| COc1cccc(S(=O)(=O)N2CCN(S(=O)(=O)c3ccc4c(c3)OCCO4)CC2)c1 | 0&-3 |
| COc1cccc(C2c3c(ncn(-c4ccccc4)c3=N)Oc3ccc4ccccc4c32)c1 (stereo unspecified) | 9&1 |
| COc1cccc(C2c3c(ncn(Cc4cccs4)c3=N)Oc3ccc4ccccc4c32)c1 (stereo unspecified) | -7 |
| Cc1ccc(S(=O)(=O)N2CCN(c3nc(-n4c(=O)[nH]c5ccccc54)nc4ccccc34)CC2)cc1 | 3 |
| COc1ccccc1CC(=O)NO | 6 |
| COc1ccc(S(=O)(=O)N2CCN(S(=O)(=O)c3c(F)cccc3F)CC2)cc1 | 3 |
| O=S(=O)(c1ccc2c(c1)OCCO2)N1CCN(S(=O)(=O)c2ccc(F)c(F)c2F)CC1 | -7 |
| O=[S+]([O-])(c1c(F)cccc1F)N1CCN([S+](=O)([O-])c2c(F)c(F)c(F)c(F)c2F)CC1 | -5 |
| COc1cc2nc(N3CCCCC3)nc(NC3CC3)c2cc1OC | 12 |
| O=S(=O)(c1ccc2c(c1)OCCO2)N1CCN(S(=O)(=O)c2c(F)cccc2F)CC1 | -2&-1&-11&-8 |
| CC(C)Oc1cccc(-c2cnc(N3CCC(C(N)=O)CC3)s2)c1 | -3 |
| CN(C)CCCNc1ncnc2ccc(-c3ccc4c(c3)OCO4)cc12 | -4 |
| Cc1nc(CNc2ncnc3ccc(-c4ccc5c(c4)OCO5)cc23)cs1 | 11 |
| CC(C)(C)OC(=O)NCc1nnc(-c2nc3ccccc3[nH]2)o1 | 3 |
| CC(C)(C)OC(=O)NCc1nnc(-c2cc3ccccc3[nH]2)o1 | -3 |

A different layout for part of the listing above.
LDHA block | Molecule
3 | CN(C)c1cccc(-c2nccc(N3CCC(C(N)=O)CC3)n2)c1
-3 | COc1ccc(NS(=O)(=O)c2ccc3c(c2)CCC(=O)N3)cc1
2 | CC(=O)Nc1sc2c(c1-c1ccccc1)CCNC2
-1 | O=S(=O)(c1ccc2c(c1)OCCCO2)N1CCN(S(=O)(=O)c2c(F)cccc2F)CC1
3 | COc1cc2nc(CCNCc3ccccc3)nc(NC3CCN(C)CC3)c2cc1OC
2 | Cc1ccsc1CN(C)c1ncnc2ccc(-c3ccc4c(c3)OCO4)cc12
-5 | Cc1nc(-c2ccc(S(=O)(=O)Nc3ccc(C)c(C)c3)s2)cs1
-13 | COc1ccccc1NC(=O)C(OC(=O)CNC(=O)c1ccccc1)c1ccccc1 (stereo unspecified)
0&-3 | COc1cccc(S(=O)(=O)N2CCN(S(=O)(=O)c3ccc4c(c3)OCCO4)CC2)c1
9&1 | COc1cccc(C2c3c(ncn(-c4ccccc4)c3=N)Oc3ccc4ccccc4c32)c1 (stereo unspecified)
-7 | COc1cccc(C2c3c(ncn(Cc4cccs4)c3=N)Oc3ccc4ccccc4c32)c1 (stereo unspecified)
3 | Cc1ccc(S(=O)(=O)N2CCN(c3nc(-n4c(=O)[nH]c5ccccc54)nc4ccccc34)CC2)cc1
6 | COc1ccccc1CC(=O)NO
3 | COc1ccc(S(=O)(=O)N2CCN(S(=O)(=O)c3c(F)cccc3F)CC2)cc1
-7 | O=S(=O)(c1ccc2c(c1)OCCO2)N1CCN(S(=O)(=O)c2ccc(F)c(F)c2F)CC1
-5 | O=[S+]([O-])(c1c(F)cccc1F)N1CCN([S+](=O)([O-])c2c(F)c(F)c(F)c(F)c2F)CC1
12 | COc1cc2nc(N3CCCCC3)nc(NC3CC3)c2cc1OC
-2&-1&-11&-8 | O=S(=O)(c1ccc2c(c1)OCCO2)N1CCN(S(=O)(=O)c2c(F)cccc2F)CC1
-3 | CC(C)Oc1cccc(-c2cnc(N3CCC(C(N)=O)CC3)s2)c1
-4 | CN(C)CCCNc1ncnc2ccc(-c3ccc4c(c3)OCO4)cc12

Later entries
| SMILES | LDHA block |
| --- | --- |
| CC(=O)N1CCCc2cc(S(=O)(=O)Nc3ccc(C)c(C)c3)ccc21 | -3 |
| O=c1c2ccccc2nc2sc(NS(=O)(=O)c3ccc4c(c3)CCC4)nn12 | 0 |
| c1ccc(P(c2ccccc2)c2cnc3ccccn23)cc1 | -4 |
| O=C(OCC#CCSc1nnc(-c2cccc3ccccc23)o1)c1csc2ccccc12 | 1 |
| CC(=O)Nc1sc2c(c1-c1nc3ccccc3s1)CCN(C)C2 | 0 |
| COc1cccc(C2c3c(ncn(-c4cccnc4)c3=N)Oc3ccc4ccccc4c32)c1 (stereo unspecified) | 0 |
| O=C(NC1CCCc2ccccc21)c1cnn2c1NC(=C1CC1)C=C2C(F)F (stereo unspecified) | 2 |
| COc1ccc(C2c3c(n(CCc4ccccc4)cnc3=N)Oc3ccc4ccccc4c32)cc1OC (stereo unspecified) | 2 |
| N#Cc1nc(NCC(F)F)c2ncn(-c3cc(F)cc(F)c3)c2n1 | 3 |
| Nc1c(-c2ccncc2)cc[nH]c1=O | 13 |
| O=C1c2ccccc2C(=O)N1c1cncc2ccccc12 | 4 |
| CC(=O)c1ccc(N2CCN(C(=S)Nc3cc(C)ccn3)CC2)cc1 | -2 |
| CN1CC[C@H](c2c(O)cc(O)c3c(=O)cc(-c4ccccc4Cl)oc23)[C@H](O)C1 | -4 |
| O=C(/C=C/c1ccc(Cl)cc1)Nc1cccc([S+](=O)([O-])Nc2ccccc2F)c1 | -8&-10 |
| O=C(O)c1cccc(-n2cccc2)c1 | -5 |
| N#Cc1nc(Nc2ccc(C(F)(F)F)cc2)nc(NC2CCCC2)n1 | -12 |
| CC(C)(C)OC(=O)Cc1nnc(C(C(=O)OCc2ccccc2)c2ccccc2)s1 (stereo unspecified) | 1 |
| COc1ccc(C2Nc3ccccc3C(=O)N2CCO)cc1COc1ccc(NC(C)=O)cc1 (stereo unspecified) | 2 |
| COc1cc2c(NC3CCN(C)CC3)nc(N3CCCN(C)CC3)nc2cc1OCCCCC(N)=O | 17 |
| COc1ccc(C(=O)c2ccc(-c3no[n+]([O-])c3C#N)cc2)cc1 | -5 |
